Screens deposited in PubChem BioAssay by several laboratories.
GRK2 aptamer HTS: compounds blocking aptamer binding on GRK2 – biochemical, human GRK2, bead flow cytometry, HTS, primary screen; inhibition of aptamer binding, % at 10 µM; FAM-aptamer displacement from GRK2; Beta-adrenergic receptor kinase 1 (Homo sapiens), P25098; 330,000 tested, 0.59% active;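 active = inhibition of aptamer binding above 40%, roughly 3 SD of noise, on plates passing a quality check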;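 also: median bead fluorescence of bound FAM aptamer so fluorescent compounds give negative values; no value below 0 was filed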
Target sequence (P25098 whole entry, looked up): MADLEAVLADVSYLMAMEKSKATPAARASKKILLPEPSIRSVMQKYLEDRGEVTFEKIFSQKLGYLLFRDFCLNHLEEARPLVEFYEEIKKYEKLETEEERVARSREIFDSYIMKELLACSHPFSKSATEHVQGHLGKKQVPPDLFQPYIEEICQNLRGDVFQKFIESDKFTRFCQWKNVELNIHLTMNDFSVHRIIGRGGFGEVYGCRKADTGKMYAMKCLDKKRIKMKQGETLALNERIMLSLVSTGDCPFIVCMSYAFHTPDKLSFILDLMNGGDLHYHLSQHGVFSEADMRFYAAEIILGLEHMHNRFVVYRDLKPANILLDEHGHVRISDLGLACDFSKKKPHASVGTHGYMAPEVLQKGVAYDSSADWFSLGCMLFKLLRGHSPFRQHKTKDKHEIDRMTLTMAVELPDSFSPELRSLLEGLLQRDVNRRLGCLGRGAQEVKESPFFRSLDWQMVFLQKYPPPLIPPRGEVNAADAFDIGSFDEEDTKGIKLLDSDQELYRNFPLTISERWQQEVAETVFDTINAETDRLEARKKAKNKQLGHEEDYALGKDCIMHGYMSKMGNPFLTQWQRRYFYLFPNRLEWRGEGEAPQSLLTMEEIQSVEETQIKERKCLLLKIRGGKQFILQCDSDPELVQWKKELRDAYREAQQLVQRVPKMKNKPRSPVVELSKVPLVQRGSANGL
VLA-4 inh: inhibition in human VLA-4 binding assay, primary screen, VLA-4 allosteric modulator project, MLPCN library, flow cytometry, VLA-4 expressing cells; AID 2557, 2010; 330,000 tested, 0.2% active; Integrin alpha-4 (Homo sapiens), P13612; ligand binding flow cytometry; inhibition, % (about 7 µM as worked out from the volumes in the protocol); in the data active = inhibition above about 50%
JMJD2C inh: inhibitors of GASC-1 histone demethylase, primary screen, biochemical, fluorescence, DELFIA europium | Lysine-specific demethylase 4C (Homo sapiens), Q9H3R0 | GST-JMJD2C(1-420) H3K9me3 demethylation | inhibition, % at 2.35 µM | 330,000 tested, 0.069% active;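 active = more than half of a compound's replicate wells show inhibition beyond 50%, single wells judged on their own value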;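 also: signal counts dimethyl H3K9 product captured on neutravidin plate; 0% = median of DMSO wells and 100% = 0.3 times that DMSO median; strong numbers were not always called active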
LAP4 TOR yeast: modulators of LAP4-GFP expression in yeast, primary screen, S. cerevisiae, multiplex flow cytometry, MLPCN library. 320,000 tested, 0.34% active. 3 h; median GFP as percent of DMSO wells. GFP response vs DMSO, % at 10 µM. AID 2023, 2009;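 active = GFP response vs DMSO above a set limit, about the screen mean plus 3 SD, cut at about 150% in these data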
CIT2 TOR yeast: modulators of CIT2-GFP expression in yeast, primary screen, S. cerevisiae, GFP fusion, multiplex flow cytometry, MLPCN library; AID 2029, 2009; GFP response vs DMSO, % at 10 µM; 320,000 tested, 0.065% active; S. cerevisiae CIT2-GFP strain, 3 h; 100 means same as DMSO wells;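 active = GFP response relative to DMSO above a set limit, near the screen mean plus 3 SD, cut at about 150% in these data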;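 also: ratio of well median GFP fluorescence to mean of DMSO wells on the plate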
AGP1 TOR yeast: modulators of AGP1-GFP expression in yeast TOR pathway, primary screen, cell-based, multiplex flow cytometry, S. cerevisiae, MLPCN library; 3 h; GFP as percent of DMSO wells; GFP response vs DMSO, % at 10 µM; 320,000 tested, 0.02% active; AID 2066, 2009;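 active = GFP response relative to DMSO above a set limit, near screen average plus 3 SD, cut at about 150% in these data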;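 also: median GFP channel fluorescence of the gated AGP1 strain per well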
MEP2-GFP yeast: modulators of MEP2-GFP levels in yeast, primary screen, S. cerevisiae, multiplex flow cytometry, MLPCN library; S. cerevisiae MEP2-GFP strain, 3 h; 100% = DMSO control level; GFP response vs DMSO, % at 10 µM; 330,000 tested, 0.51% active;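 active = GFP response versus DMSO above a set limit, roughly screen mean plus 3 SD, cut at about 180% in these data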;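 also: median GFP fluorescence of the barcode-gated MEP2-GFP cells per well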
RPL19A TOR yeast: RPL19A-GFP expression modulators in yeast, primary screen, cell-based, S. cerevisiae, multiplex flow cytometry, MLPCN. S. cerevisiae RPL19A-GFP strain, 3 h; active compounds read low. percent response vs DMSO, % at 10 µM. 330,000 tested, 0.3% active. AID 2025, 2009;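 active = percent response vs DMSO below 50%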;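 also: median channel GFP fluorescence of the barcoded RPL19A-GFP strain; ratio of sample median GFP to plate DMSO average so 100% = DMSO; lower means less RPL19A-GFP as with rapamycin TOR inhibition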
The depositor's hits bear a star; / = not tested or not shown. Compounds were not picked by outcome. About 1.7% of those tested had a hit in this group.

no.	GRK2 aptamer HTS	VLA-4 inh	JMJD2C inh	LAP4 TOR yeast	CIT2 TOR yeast	AGP1 TOR yeast	MEP2-GFP yeast	RPL19A TOR yeast	smiles
1	0	17	151	98	100	99	108	100	COc1ccc(C2SCCN2C(=S)Nc2cccc(Cl)c2)cc1 (stereo not drawn)
2	4	6	3	76	95	94	90	105	O=C(CSCc1c(Cl)cccc1Cl)N1CCOCC1
3	0	0	-9	92	91	89	93	91	CCCOC(=O)Nc1ccc(C(N)=O)cc1
4	0	12	-1	100	89	92	92	94	COc1cc(/C=N/NC(=S)Nc2cccc(Cl)c2C)ccc1OCC(=O)N1CC(C)OC(C)C1 (stereo not drawn)
5	2	32	4	123	94	96	99	96	O=C(NCc1cccnc1)/C(=C\c1ccc(-c2cccc(Cl)c2)o1)S(=O)(=O)c1ccccc1
6	0	27	13	90	85	79	81	91	O=C1/C(=C/c2ccc(F)cc2)SC(=S)N1CC(=O)N1CCCCC1c1cccnc1 (stereo not drawn)
7	2	6	17	96	91	96	99	98	O=C(CCCc1ccccc1)NCCCN1CCOCC1
8	0	11	43	105	90	95	96	97	COCCCNC(=S)NNC(=O)c1ccccn1
9	27	9	-11	98	85	91	100	98	CC(=O)Nc1ccc(C(=O)CN2C(=O)NC3(CCCc4ccccc43)C2=O)c(F)c1 (stereo not drawn)
10	0	-3	-8	85	106	104	106	104	CC(=O)c1c(C)oc2ccc(NS(=O)(=O)c3ccc(C(=O)O)cc3)cc12
11	0	7	19	113	104	98	93	104	CC(C)CCNC(=O)c1ccc(Cl)c(NC(=O)c2ccccc2F)c1
12	1	-2	-2	98	95	102	103	104	CC(C)OCCCNC(=O)Cn1nc(-c2ccccc2)ccc1=O
13	0	-1	4	92	107	101	102	97	COc1ccc(CCN2CC(C(=O)NCCc3ccccc3C)CCC2=O)cc1 (stereo not drawn)
14	2	11	2	92	107	104	103	106	COc1ccccc1NC(=O)C1=C(C)NC(=O)NC1c1cc(C)cs1 (stereo not drawn)
15	0	15	5	102	105	105	106	104	N#Cc1ccc(-c2ccc(Cl)cc2)nc1Oc1ccc(F)cc1
16	0	-3	11	111	115	/	111	112	C=CCNC(=S)Nc1sc2c(c1C(=O)OCC)CC(C(C)C)OC2 (stereo not drawn)
17	2	-7	9	98	121	63	124	91	Nc1nn(-c2ccccc2Cl)cc1-c1nn[nH]n1
18	0	-8	-8	91	104	89	93	89	CCOc1ccccc1N1CCN(C/C=C/c2ccc(N(C)C)cc2)CC1
19	0	4	3	94	103	99	103	102	C[C@]1(C(=O)O)Cc2oncc2C[C@@H]1C(=O)O
20	0	4	-7	/	/	/	94	107	Cc1cc(/C(N)=N/OC(=O)Nc2cccc(C(F)(F)F)c2)no1

Whole records from above:
COc1ccc(CCN2CC(C(=O)NCCc3ccccc3C)CCC2=O)cc1 (stereo not drawn) is entered as GRK2 aptamer HTS: 0; VLA-4 inh: -1; JMJD2C inh: 4; LAP4 TOR yeast: 92; CIT2 TOR yeast: 107; AGP1 TOR yeast: 101; MEP2-GFP yeast: 102; RPL19A TOR yeast: 97
CCOc1ccccc1N1CCN(C/C=C/c2ccc(N(C)C)cc2)CC1 is entered as GRK2 aptamer HTS: 0; VLA-4 inh: -8; JMJD2C inh: -8; LAP4 TOR yeast: 91; CIT2 TOR yeast: 104; AGP1 TOR yeast: 89; MEP2-GFP yeast: 93; RPL19A TOR yeast: 89
Cc1cc(/C(N)=N/OC(=O)Nc2cccc(C(F)(F)F)c2)no1 is entered as GRK2 aptamer HTS: 0; VLA-4 inh: 4; JMJD2C inh: -7; LAP4 TOR yeast: /; CIT2 TOR yeast: /; AGP1 TOR yeast: /; MEP2-GFP yeast: 94; RPL19A TOR yeast: 107

(cont.)
no.	GRK2 aptamer HTS	VLA-4 inh	JMJD2C inh	LAP4 TOR yeast	CIT2 TOR yeast	AGP1 TOR yeast	MEP2-GFP yeast	RPL19A TOR yeast	smiles
21	0	8	-13	83	/	95	111	109	CCOC(=O)c1ccc(NC(=S)N2CCCC(C(=O)N3CCCC3)C2)cc1 (stereo not drawn)
22	0	-1	/	98	108	105	102	103	COCCn1c(=S)[nH]c2cc(C(=O)N3CCN(c4ccccc4OC)CC3)ccc2c1=O
23	0	9	-28	101	108	98	108	103	Cc1c(C)c2cc3c(C)coc3cc2oc1=O
24	1	-3	-4	93	98	95	98	97	C=C(C)COc1ccc(-c2[nH]ncc2-c2ccc(OC)c(OC)c2)c(O)c1
25	0	14	3	98	102	103	107	105	CC(C)c1c(C(=O)N/N=C/C2CC=CCC2)nnn1-c1nonc1N (stereo not drawn)
26	0	15	15	104	101	106	108	104	CCOCCCNC(=O)C1CCN(S(=O)(=O)c2c(C)noc2/C=C\c2ccc(OC)cc2)CC1
27	5	-1	/	108	103	104	101	103	Cc1ccc(C(=O)CN2C(=O)NC3(CCc4ccccc43)C2=O)s1 (stereo not drawn)
28	0	0	9	102	108	106	110	108	CCCc1cc(Nc2ccc(C)cc2)n2ncnc2n1
29	1	20	0	100	96	97	100	95	O=C(O)c1ccc(Nc2ncnc3c2cnn3Cc2ccccc2)cc1
30	0	0	0	98	117	106	104	91	COC(=O)c1ccc(C(=O)N=c2sccn2C)cc1

A second format for 4 compounds above:
No.	SMILES	GRK2 aptamer HTS	VLA-4 inh	JMJD2C inh	LAP4 TOR yeast	CIT2 TOR yeast	AGP1 TOR yeast	MEP2-GFP yeast	RPL19A TOR yeast
25	CC(C)c1c(C(=O)N/N=C/C2CC=CCC2)nnn1-c1nonc1N (stereo not drawn)	0	14	3	98	102	103	107	105
26	CCOCCCNC(=O)C1CCN(S(=O)(=O)c2c(C)noc2/C=C\c2ccc(OC)cc2)CC1	0	15	15	104	101	106	108	104
27	Cc1ccc(C(=O)CN2C(=O)NC3(CCc4ccccc43)C2=O)s1 (stereo not drawn)	5	-1	/	108	103	104	101	103
28	CCCc1cc(Nc2ccc(C)cc2)n2ncnc2n1	0	0	9	102	108	106	110	108

(next part)
no.	GRK2 aptamer HTS	VLA-4 inh	JMJD2C inh	LAP4 TOR yeast	CIT2 TOR yeast	AGP1 TOR yeast	MEP2-GFP yeast	RPL19A TOR yeast	smiles
31	0	4	0	110	103	112	103	101	C/C(=N\NC1=N[C@H]2CS(=O)(=O)C[C@H]2S1)c1ccccc1
32	3	-4	-9	99	100	96	106	98	CC1CCCCN1C(=O)CSc1nnc2ccccn12 (stereo not drawn)
33	1	0	2	110	99	102	106	99	CC(C)(C)C(=O)N1CCC(O)(CS(=O)(=O)Cc2ccc(Cl)cc2)CC1
34	0	8	3	97	100	98	97	99	COc1cc(CC(=O)Nc2ccccc2N2CCOCC2)cc(OC)c1OC
35	0	-3	-1	107	95	104	97	100	Clc1cccc(Oc2cnc3ccccc3n2)c1
36	0	2	3	76	106	77	83	114	CCOc1ccc(C(=O)NC(=S)Nc2ccc(NC(=O)C(C)C)cc2)cc1[N+](=O)[O-]
37	4	-7	-5	100	97	101	99	97	COc1ccc(-c2nc(NC(=O)C3CC(=O)N(Cc4ccco4)C3)sc2C)cc1 (stereo not drawn)
38	0	6	1	98	103	102	107	104	O=C(/C=C/Nc1ccc(F)cc1Br)c1ccccc1
39	3	9	-21	114	112	114	108	107	O=C(O)c1nc(NCCc2ccccc2)ncc1Cl
40	0	5	-5	105	106	113	104	97	O=C(Cc1ccccc1)c1c[nH]c(C(=O)NCc2ccncc2)c1
41	1	6	-1	93	99	99	109	105	C[C@@H]([C@H](O)c1ccccc1)N(C)C(=S)Nc1ccccc1
42	6	-5	-15	94	94	93	96	95	Cc1ccc(S(=O)(=O)c2c(C)nn(C(C)(C)C)c2OC(=O)C(C)(C)C)cc1
43	3	-19	3	145	91	86	92	96	CC(Cc1ccccc1)C(=O)N(C)Cc1ccccc1 (stereo not drawn)
44	0	27	-2	104	103	103	99	94	COc1ccc(-c2c3c(cc4ncn(Cc5ccccc5)c24)COC3=O)cc1
45	0	-5	2	100	96	101	112	95	CN(C)C(CNC(=O)CSc1nc2ccccc2c(=O)n1Cc1ccco1)c1ccccc1 (stereo not drawn)
46	3	-5	-6	99	101	102	74	106	CCCOC(=O)c1c(NC(=O)C2CCCO2)sc(C(=O)OC)c1C (stereo not drawn)
47	0	-1	6	94	94	96	85	94	[O-]/[N+](=C\c1ccccc1)c1ccccc1
48	3	2	-18	99	105	105	100	101	CCOc1ccccc1NC(=O)c1ccc2nc[nH]c2c1
49	2	-12	11	99	96	108	101	101	O=C1CC(c2ccc(Cl)cc2)CC(O)=C1C=NCc1ccc(Cl)c(Cl)c1 (stereo not drawn)
50	0	5	-20	114	95	92	99	104	Cc1cccc(C(=O)NCCc2csc(C)n2)c1

Single values from the results shown:
entry 44 in CIT2 TOR yeast → 103
entry 47 in RPL19A TOR yeast → 94
entry 45 in GRK2 aptamer HTS → 0
entry 50 in CIT2 TOR yeast → 95

Next section.
no.	GRK2 aptamer HTS	VLA-4 inh	JMJD2C inh	LAP4 TOR yeast	CIT2 TOR yeast	AGP1 TOR yeast	MEP2-GFP yeast	RPL19A TOR yeast	smiles
51	2	-13	-10	104	97	103	91	97	N#Cc1ccc(C(=O)Nc2nnc(-c3ccco3)o2)cc1
52	2	6	6	93	101	104	100	104	CCOC(=O)CC1(NC(=O)C2CCC(=O)N(Cc3ccccc3F)C2)CCCCC1 (stereo not drawn)
53	0	3	0	94	99	99	97	96	O=C(Nc1cccnc1)C1CCCN1S(=O)(=O)c1ccc(Cl)c(Cl)c1 (stereo not drawn)
54	0	-8	-10	83	/	87	101	106	O=C(c1ccc(Cl)c(S(=O)(=O)N2CCCCCC2)c1)N1CCCCC1
55	3	14	-2	94	98	96	92	91	CCCC1=C(C(=O)OCC)C(c2cc(Cl)cc(OC)c2OCc2ccccc2)NC(=O)N1 (stereo not drawn)
56	0	28	0	121	103	109	109	103	O=C(CSc1nccn1Cc1ccco1)Nc1ccccc1C(F)(F)F
57	1	-3	-32	105	86	101	98	99	COc1cc(C(c2c(C)[nH][nH]c2=O)c2c(C)[nH][nH]c2=O)cc(OC)c1OC
58	1	5	-8	95	103	101	104	104	CCc1ccc2oc(-c3ccc(OC)cc3)cc(=Nc3c(C)n(C)n(-c4ccccc4)c3=O)c2c1
59	2	4	-11	99	106	101	99	101	COc1ccc(Br)cc1C(=O)NCc1cccnc1
60	0	4	4	88	100	97	98	103	Cc1ccc(C2CC(=O)C=C(NCC(C)C)C2)cc1 (stereo not drawn)
61	37	-10	6	104	93	100	93	93	COC(=O)C1C(O)=C(C=Nc2cccc3ccccc23)C(=O)CC1(C)C (stereo not drawn)
62	0	10	4	94	108	104	107	108	CN(C)CCn1ccc(O)c(Cc2ccc(Cl)cc2)c1=O
63	5	-4	-14	90	95	90	101	98	Cc1cccc(NC(=O)COc2ccccc2C(=O)NC(C)c2ccccc2)c1 (stereo not drawn)
64	0	1	0	97	100	98	94	97	CCOc1ccc(NC(=O)NCc2ccc3c(c2)OCO3)cc1
65	0	1	-14	103	93	93	93	94	CCn1nnnc1-c1ccc(OC)c(S(=O)(=O)NCCc2ccccc2)c1
